Screening results as filed in PubChem.
GSK3beta inhib = inhibitors of human GSK3beta kinase; AID 2097; GST-GSK3beta kinase, ADP-Glo luminescence, 60 min; active compounds read low; activity score (negative = inhibition), % at 10 µM; actives 0.038% (n = 300,000); P49841;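 active = more than half of replicate wells score below -50%, meaning over 50% inhibition versus plate controls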;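 also: 0% = median DMSO wells and -100% = median GW8510 positive control wells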
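Test system: GST-fused GSK3beta enzyme, cell-free | Quantity: 1.6 ng GST-GSK3beta enzyme per well | Reagent: 25 µM ATP with peptide substrate | Schedule: 60 min enzyme reaction, room temperature | Signal: Luminescent ADP-Glo measurement of ADP formed | Read-out basis: Score relative to plate controls | Control set: DMSO and 20 µM GW8510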
Dyrk1A ADPGlo = Dyrk1A (rat) kinase inhibition. inhibition, % at 12.5 µM. Q63470. ADP-Glo luminescence, NFATc1 peptide. actives 0.43% (n = 310,000); in the data active = inhibition above about 50%;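 also: plate controls were vehicle with enzyme for no effect and no enzyme for full effect; many of its hits are not listed in these tables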
HDAC3 inh = blocks human histone deacetylase 3. O15379. recombinant HDAC3, fluorogenic peptide/trypsin coupled, fluorescence. inhibition, % at 8.3 µM. actives 0.15% (n = 320,000); in the data active = inhibition above about 26%, passing the limit was not always enough
Target sequence (O15379 whole entry, looked up): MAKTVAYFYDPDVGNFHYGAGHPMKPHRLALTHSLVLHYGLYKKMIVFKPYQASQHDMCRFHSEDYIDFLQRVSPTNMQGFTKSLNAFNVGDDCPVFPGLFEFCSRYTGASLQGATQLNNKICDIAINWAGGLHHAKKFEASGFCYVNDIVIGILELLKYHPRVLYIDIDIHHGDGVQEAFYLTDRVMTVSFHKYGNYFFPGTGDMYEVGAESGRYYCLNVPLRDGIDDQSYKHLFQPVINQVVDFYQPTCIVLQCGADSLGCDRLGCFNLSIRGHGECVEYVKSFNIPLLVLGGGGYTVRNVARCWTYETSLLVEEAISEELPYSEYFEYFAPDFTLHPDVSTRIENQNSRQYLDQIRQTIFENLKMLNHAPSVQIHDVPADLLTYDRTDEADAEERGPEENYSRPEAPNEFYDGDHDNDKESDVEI
HSF1 inhib = HSF1 inhibition | NIH3T3-HGL HSE-luciferase, MG132-induced, luminescence 8 h; active compounds read low | activity change, negative = inhibition, % at 7.5 µM (by protocol) | actives 0.77% (n = 300,000);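 active = more than half of replicate wells show activity change below -50%, luminescence cut by over half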;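 also: luciferase reports HSF-1 transcriptional activity via heat shock element; 0% = median of DMSO wells and -100% = zero luminescence signal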
GSK3 alpha inh = human GSK-3 alpha kinase inhibition; ADP-Glo luminescence, 60 min; inhibition, % at 10 µM; actives 0.1% (n = 320,000); P49840; AID 2650;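 in the data active = inhibition above about 50%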;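 also: GST-tagged GSK-3 alpha with peptide substrate and 25 µM ATP; 0% = DMSO neutral wells and 100% = GW8510 positive control wells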
HSF-1 act = increases HSF-1 driven luciferase reporter signal. activation, % at 9 µM. actives 1.7% (n = 300,000). NIH3T3-HGL HSF-1 luciferase reporter, MG132, 8 h; 100% = twice DMSO control signal;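 active = mean replicate activation of at least 50% with a set share of replicates each reaching 50%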;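 also: 0% = median of the neutral control wells and 100% = twice that signal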
AI-2 QS modul = modulators of Vibrio harveyi AI-2 quorum sensing system. AID 2094. actives 0.4% (n = 300,000). Vibrio harveyi JMH597 AI-2 luminescence/OD600 ratio, 9 h; active compounds read low; strain lacks LuxN and CqsS sensors; 0 = neutral-control median. activity change, % at 7.5 µM; in the data active = activity change below about -75%, passing the limit was not always enough;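 also: luminescence divided by OD600 gain over 9 h not by final OD600 alone; inactives centre near 13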
PolyA inhibitor = blocks polyadenylation in yeast reporter cells | S. cerevisiae SKY197-pL101 polyadenylation reporter, beta-gal luminescence; efflux-impaired pdr1/pdr3 knockout yeast; score 100 = 6 SD above DMSO | calls only at 12 µM | actives 0.02% (n = 300,000) | AID 1875;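 active = lowest replicate activity score at least 50, where 100 means six control SD above control mean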;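 also: yeast exposed to compound for 9 h at 30 °C; higher score means more reporter readthrough which indicates perturbed polyadenylation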
Platelet DG rel = platelet dense granule release activity; actives 0.22% (n = 300,000); human platelet-rich plasma, SFLLRN dense granule ATP release, luminescence; AID 1663; inhibition, %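 (compounds screened at 7.5 µM in platelet-rich plasma)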;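 active = mean replicate score, as percent of positive control, at or above 50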
HSP90 inh = inhibitors of HSP90 luciferase refolding in rabbit reticulocyte lysate; actives 0.91% (n = 290,000); inhibition, % at 5.6 µM; luciferase refolding luminescence, 3 h; AID 1789;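 active = inhibition above the screen-wide mean plus 3 SD, computed separately per campaign, cut at about 16% in these data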;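 also: 0% = DMSO wells and 100% = 60 µM geldanamycin wells; inhibitors lower the luminescence because luciferase stays unfolded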
* hit, by the source's call; i = inactive; · = not tested or not shown.

GSK3beta inhib | Dyrk1A ADPGlo | HDAC3 inh | HSF1 inhib | GSK3 alpha inh | HSF-1 act | AI-2 QS modul | PolyA inhibitor | Platelet DG rel | HSP90 inh | Structure
0 | 7 | 8 | -1 | · | 25 | 30 | i | -7 | 2 | CC1=C/C(=N\N=C2\NC(=O)C(CC(=O)Nc3ccccc3)S2)CC(C)(C)C1 (centres undefined)
4 | 10 | -6 | 3 | 0 | 7 | -5 | i | -4 | · | CCOc1ccc(S(=O)(=O)N2CCCC(C(=O)NC3CC3)C2)cc1Cl (centres undefined)
-1 | 7 | 0 | 0 | 0 | -7 | -2 | i | -3 | · | CCOc1ccc(NS(=O)(=O)c2ccc(C(=O)NC3CCC(O)CC3)cc2)cc1 (centres undefined)
-3 | -1 | 7 | -25 | 1 | -39 | 40 | i | 13 | -8 | O=C(CCc1nnc2ccc(N3CCCCC3)nn12)NCC1CCN(Cc2ccc(F)cc2)CC1
2 | -3 | 0 | 5 | -1 | 14 | 23 | i | -15 | -1 | Cc1ccccc1NC(=O)Cc1nc(-c2ccc3ccccc3c2)cs1
7 | -15 | 1 | -5 | · | 1 | 37 | i | -3 | -9 | COc1cc(C(c2c(C(=O)O)[nH]c3ccccc23)c2c(C(=O)O)[nH]c3ccccc23)ccc1OCc1ccccc1
-21 | 0 | 1 | -4 | -3 | 9 | 11 | i | 0 | 2 | CCOc1ccc(-c2c(=O)n(OCc3ccccn3)c3ccccc3[n+]2[O-])cc1
0 | -1 | -2 | 6 | -2 | 19 | 6 | i | 6 | 1 | CCOC(=O)C1=C(CCl)NC(=O)NC1c1ccc2c(c1)OCO2 (centres undefined)
-3 | 15 | 2 | 6 | · | 15 | 12 | i | 1 | -5 | Cc1ccc(NC(=O)Cn2cc(S(=O)(=O)c3ccccc3)c(=O)c3cc(F)ccc32)cc1
0 | -7 | 0 | 1 | 0 | 7 | 6 | i | 4 | 10 | Cc1c(/C=N/Nc2ccc([N+](=O)[O-])cn2)c2ccccc2n1Cc1ccccc1

Gathered by group: those above with four or more nitrogen atoms (three)
GSK3beta inhib | Dyrk1A ADPGlo | HDAC3 inh | HSF1 inhib | GSK3 alpha inh | HSF-1 act | AI-2 QS modul | PolyA inhibitor | Platelet DG rel | HSP90 inh | Structure
0 | 7 | 8 | -1 | · | 25 | 30 | i | -7 | 2 | CC1=C/C(=N\N=C2\NC(=O)C(CC(=O)Nc3ccccc3)S2)CC(C)(C)C1 (centres undefined)
-3 | -1 | 7 | -25 | 1 | -39 | 40 | i | 13 | -8 | O=C(CCc1nnc2ccc(N3CCCCC3)nn12)NCC1CCN(Cc2ccc(F)cc2)CC1
0 | -7 | 0 | 1 | 0 | 7 | 6 | i | 4 | 10 | Cc1c(/C=N/Nc2ccc([N+](=O)[O-])cn2)c2ccccc2n1Cc1ccccc1

Going on with the list:
GSK3beta inhib | Dyrk1A ADPGlo | HDAC3 inh | HSF1 inhib | GSK3 alpha inh | HSF-1 act | AI-2 QS modul | PolyA inhibitor | Platelet DG rel | HSP90 inh | Structure
· | 6 | 1 | -3 | 1 | -21 | · | i | -1 | 5 | Cc1cccc(C(C)(C)C)c1OCCCCN1CCCC1
1 | -1 | -2 | 24 | -2 | 49 | 2 | i | -1 | -3 | Nc1c(-c2cccc([N+](=O)[O-])c2)nc2ccccn12
-2 | 8 | -2 | 4 | 1 | 22 | 0 | i | -8 | 2 | Cc1cc(N2C(=O)C3CC=CCC3C2=O)cc(C)c1Br (centres undefined)
2 | 7 | 0 | -2 | 6 | 17 | 23 | i | -4 | -2 | COc1ccc(/C=N\Nc2ncc(F)c(N3CCOCC3)n2)cc1OC
3 | -8 | 7 | -3 | -1 | 8 | 8 | i | 1 | -3 | CC1CC(C)CN(C(=O)COC(=O)CCCN2C(=O)c3cccc4cccc(c34)C2=O)C1 (centres undefined)
· | -6 | -5 | · | -1 | · | · | · | · | 4 | COc1ccc(C2C(C(=O)Nc3cc(C)on3)c3ccccc3C(=O)N2C)cc1OC (centres undefined)
11 | -1 | · | -15 | 0 | -11 | 5 | i | 3 | -8 | CCN(CC)c1ccc(/C=N/NC(=O)CCC(=O)NCc2ccccc2)c(O)c1
11 | 4 | 0 | 2 | -2 | 2 | -4 | i | -2 | -3 | CC(C)c1ccc(CCNC(=O)c2cccc(S(=O)(=O)N3CCN(C)CC3)c2)cc1
0 | -10 | · | 2 | · | 18 | 14 | i | 2 | · | O=C(CSc1nnc2ccc(-c3ccco3)nn12)Nc1ccccc1F
1 | -1 | 8 | 8 | 1 | 12 | -2 | i | -1 | 1 | CC(C)(C)CC(=O)NC(=S)Nc1ccccc1C(F)(F)F

Some of these compounds in order of their number in HDAC3 inh, descending.
GSK3beta inhib | Dyrk1A ADPGlo | HDAC3 inh | HSF1 inhib | GSK3 alpha inh | HSF-1 act | AI-2 QS modul | PolyA inhibitor | Platelet DG rel | HSP90 inh | Structure
1 | -1 | 8 | 8 | 1 | 12 | -2 | i | -1 | 1 | CC(C)(C)CC(=O)NC(=S)Nc1ccccc1C(F)(F)F
7 | -15 | 1 | -5 | · | 1 | 37 | i | -3 | -9 | COc1cc(C(c2c(C(=O)O)[nH]c3ccccc23)c2c(C(=O)O)[nH]c3ccccc23)ccc1OCc1ccccc1
2 | -3 | 0 | 5 | -1 | 14 | 23 | i | -15 | -1 | Cc1ccccc1NC(=O)Cc1nc(-c2ccc3ccccc3c2)cs1

(next part)
GSK3beta inhib | Dyrk1A ADPGlo | HDAC3 inh | HSF1 inhib | GSK3 alpha inh | HSF-1 act | AI-2 QS modul | PolyA inhibitor | Platelet DG rel | HSP90 inh | Structure
0 | 1 | 4 | 7 | 0 | 12 | 30 | i | 3 | 1 | O=C(Nc1ccccc1Cl)c1ccccc1Oc1ccc(C(F)(F)F)cc1[N+](=O)[O-]
-3 | · | 12 | 1 | -2 | -21 | 33 | i | 0 | -1 | COc1cc2c(cc1OC)C(NC(=O)C(F)(F)F)CNC2=O (centres undefined)
13 | -3 | · | 44 | · | 71* | 3 | i | -5 | -1 | CN(Cc1ccccc1)C(=O)CCC1CCN(C(=O)CC2=CCCCC2)CC1
-4 | 1 | -77 | 7 | -2 | 22 | 41 | · | -1 | -3 | Cc1ccc2nc(-c3ccc(NS(=O)(=O)c4ccc(F)c(F)c4)cc3)sc2c1
-4 | · | 12 | -2 | 2 | 8 | -3 | i | 4 | 2 | C[N+]1(CC(O)c2ccccc2)CCCCCC1 (centres undefined)

Three compounds from above, ordered by count of non-hydrogen atoms, ascending.
GSK3beta inhib | Dyrk1A ADPGlo | HDAC3 inh | HSF1 inhib | GSK3 alpha inh | HSF-1 act | AI-2 QS modul | PolyA inhibitor | Platelet DG rel | HSP90 inh | Structure
-4 | · | 12 | -2 | 2 | 8 | -3 | i | 4 | 2 | C[N+]1(CC(O)c2ccccc2)CCCCCC1 (centres undefined)
-3 | · | 12 | 1 | -2 | -21 | 33 | i | 0 | -1 | COc1cc2c(cc1OC)C(NC(=O)C(F)(F)F)CNC2=O (centres undefined)
-4 | 1 | -77 | 7 | -2 | 22 | 41 | · | -1 | -3 | Cc1ccc2nc(-c3ccc(NS(=O)(=O)c4ccc(F)c(F)c4)cc3)sc2c1

This is a subset, so the mix of outcomes need not match the whole.
